AMPAR-TARP mod: modulators of GluA2-stargazin AMPA receptor complexes, primary screen, cell-based, membrane potential dye. Voltage-dependent calcium channel gamma-2 subunit (Mus musculus) + Glutamate receptor 2 …. HEK293 GluA2+stargazin, membrane potential dye (FDSS), glutamate EC50; hits were called plate by plate, in both directions. calls only at 30 µM. hit rate 3.5% among 40,000. AID 1259245, 2017;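 active = any of four per-well response measures lying three or more SD from its plate-wide compound average, in either direction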
Target sequence (O88602 whole entry, looked up): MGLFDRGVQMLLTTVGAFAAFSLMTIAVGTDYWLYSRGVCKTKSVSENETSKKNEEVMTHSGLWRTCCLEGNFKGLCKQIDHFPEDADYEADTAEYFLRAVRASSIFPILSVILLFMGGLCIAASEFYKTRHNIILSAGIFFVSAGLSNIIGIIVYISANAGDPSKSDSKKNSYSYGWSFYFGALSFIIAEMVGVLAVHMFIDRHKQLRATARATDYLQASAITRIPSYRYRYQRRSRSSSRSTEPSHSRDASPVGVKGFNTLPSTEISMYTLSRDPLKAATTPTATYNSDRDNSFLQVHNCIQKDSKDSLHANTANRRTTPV
Target sequence (P19491 whole entry, looked up): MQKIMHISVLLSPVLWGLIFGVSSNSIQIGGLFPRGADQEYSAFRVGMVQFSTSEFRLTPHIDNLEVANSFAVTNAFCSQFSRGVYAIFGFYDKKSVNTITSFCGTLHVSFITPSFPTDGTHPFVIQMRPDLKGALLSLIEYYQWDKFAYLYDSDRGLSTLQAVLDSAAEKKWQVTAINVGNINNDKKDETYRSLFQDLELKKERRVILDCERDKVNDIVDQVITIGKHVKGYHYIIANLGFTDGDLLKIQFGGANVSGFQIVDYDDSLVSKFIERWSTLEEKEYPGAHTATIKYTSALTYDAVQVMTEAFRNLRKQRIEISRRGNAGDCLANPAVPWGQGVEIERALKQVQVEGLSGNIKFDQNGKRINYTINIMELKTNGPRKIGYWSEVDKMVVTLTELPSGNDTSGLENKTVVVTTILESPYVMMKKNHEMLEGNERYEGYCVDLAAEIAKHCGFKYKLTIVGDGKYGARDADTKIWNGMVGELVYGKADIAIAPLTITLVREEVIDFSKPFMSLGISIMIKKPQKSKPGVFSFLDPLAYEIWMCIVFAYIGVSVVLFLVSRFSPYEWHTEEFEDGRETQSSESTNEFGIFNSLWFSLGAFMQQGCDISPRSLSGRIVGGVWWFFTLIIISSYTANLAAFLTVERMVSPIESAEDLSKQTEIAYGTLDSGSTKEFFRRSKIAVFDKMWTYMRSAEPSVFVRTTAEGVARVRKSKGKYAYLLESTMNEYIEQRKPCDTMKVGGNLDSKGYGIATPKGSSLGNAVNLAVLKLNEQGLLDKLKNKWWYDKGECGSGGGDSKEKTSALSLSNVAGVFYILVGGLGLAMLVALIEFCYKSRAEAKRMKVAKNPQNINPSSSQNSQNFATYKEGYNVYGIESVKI
AMPAR-TARP mod agonism max-min: second read-out of AMPAR-TARP mod, no call of its own (marks repeat the call); compound max-min signal; compound-alone response (agonism);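 unitless range of fluorescence divided by baseline over first 100 seconds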
AMPAR-TARP mod glutamate slope: further read-out of AMPAR-TARP mod, marked with its call; glutamate slope, % of max; measured here: glutamate response slope, % max;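 scaled per plate between vehicle wells and maximal 1 mM glutamate control wells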
* = called active by the depositor; i = inactive; + = active, no number; & = joins results of further samples. This is a subset; the hit share may differ from the screen's.

AMPAR-TARP mod	AMPAR-TARP mod agonism max-min	AMPAR-TARP mod glutamate slope	Compound
i	0.034	51	COc1cccc(-n2nnc3c(N4CCN(C(=O)CCC5CCCC5)CC4)ncnc32)c1
i	0.088	41	COc1cccc(-c2cc(CC(=O)N3CC(C)OC(C)C3)no2)c1 (stereo not drawn)
i	0.042	33	Cc1ccccc1NC(=O)NCC1CCN(C(=O)c2ccccc2F)CC1
i	0.061	30	Cc1ccccc1NC(=O)c1[nH]cnc1C(=O)Nc1ccc(F)cc1
i	0.069	39	COc1ccccc1CNS(=O)(=O)c1cc2c3c(c1)CCC(=O)N3CCC2
i	0.085	61	CCCCn1c(=O)c2c(nc(-n3nc(C)cc3C)n2Cc2ccc(OC)cc2)n(C)c1=O
i	0.047	30	COc1ccc(-c2cc3ccc4c(c3oc2=O)CN(CC2CCCO2)CO4)cc1OC (stereo not drawn)
i	0.11	82	COc1cccc(CNC(=O)Cc2c(C)[nH]c(=O)[nH]c2=O)c1
+	0.059*	47*	Cc1cc(C)n(-c2cc(N3CCCC(C(=O)NCc4ccco4)C3)ncn2)n1 (stereo not drawn)
i	0.079	62	COCC(=O)Nc1ccc(CC(=O)NCc2cccs2)cc1
+	0.11*	54*	COc1ccc(CCNC(=O)COc2ccc(C(C)C)c(C)c2)cc1OC
i	0.09	42	O=C(NCC1CCN(C(=O)c2cc3ccccc3o2)CC1)c1nc2ccccc2s1
i	0.089	59	CN(C)C(=O)Cc1ccc(NC(=O)Nc2ccc3c(c2)OCO3)cc1
i	0.13	66	Cc1ccc(NC(=O)CCNS(=O)(=O)c2ccc(C)c(N(C)S(C)(=O)=O)c2C)cc1
i	0.089	75	COc1ccc(NC(=O)CCCS(=O)(=O)c2ccccc2)c2ccccc12
i	0.077	52	O=C(NCC(c1ccc2c(c1)OCO2)N1CCN(c2ccccc2F)CC1)c1cnccn1 (stereo not drawn)
i	0.13	66	Cc1noc(C2CN(S(C)(=O)=O)C2)n1
i	0.11	60	COc1ccc(C)cc1NC(=O)C(=O)NCC1CCN(C(=O)Oc2ccccc2)CC1
i	0.025	43	O=C(CSc1nc2ccccc2o1)N1CCCCCC1
i	0.081	68	C=C1C2(C(=O)Nc3cccc(Cl)c3)CCC(C2)C1(C)C (stereo not drawn)
i	0.071	53	COc1cccc(OCC(=O)NCC2(O)CCCC2)c1
i	0.13	55	COCc1cnc2c(c1SCc1ccc([N+](=O)[O-])cc1)c(=O)n(C)c(=O)n2C
i	0.16	75	Cc1cc(S(=O)(=O)NCC(O)Cc2ccccc2)ccc1F (stereo not drawn)
i	0.087	51	Cc1nc(CSc2nnc(C)s2)cs1
i	0.12	71	CCOC(=O)N1CCc2c(sc(NC(=O)c3cccc(F)c3)c2-c2nc3ccccc3s2)C1
i	0.11	56	COc1ccc(CNC(=O)c2ccc3c(=O)n4c(nc3c2)SCCC4)cc1OC
i	0.18	46	CSCCC(C)(O)CNS(=O)(=O)c1ccc(OC(F)(F)F)cc1 (stereo not drawn)
i	0.1	67	COc1ccc(-c2ccc(NC(=O)COc3ccc(C(=O)c4ccccc4)cc3)cc2)nn1
i	0.044	58	CC(C)Oc1ccc(C(F)(F)F)cc1N
i	0.051	54	CCOc1ccccc1N1C(=O)C2CC(C)=C(C)CC2C1=O (stereo not drawn)
i	0.076	6	Cc1cc(S(=O)(=O)NCC#CCN2CCCC2)c(Cl)cc1Cl
i	0.082	55	Cc1cc(C(=O)N2CC(C(=O)Nc3cccc(NS(C)(=O)=O)c3)C2)no1
i	0.13	63	COc1ccc(Cl)cc1S(=O)(=O)Nc1ccc(CC(=O)N2CCOCC2)cc1
i	0.11	56	O=C(Cn1c(=O)oc2ccccc21)NCc1n[nH]c(=O)c2ccccc12
i	0.11	55	O=C(NCCC(O)c1cccs1)c1ccc(Cl)c(Cl)c1 (stereo not drawn)
i	0.12	45	Cc1ccc(N2CCN(S(=O)(=O)c3ccc(OC(F)(F)F)cc3)CC2)nn1
+	0.1*	83*	O=C(Nc1nc(-c2cccnc2)cs1)C1CCN(S(=O)(=O)c2ccc(Cl)s2)CC1
i	0.055	57	C#CCn1c(=NC(=O)CSC(C)=O)sc2cc(F)ccc21
i	0.06	29	COc1ccc(C)cc1N1CCn2c1nc1c2c(=O)n(Cc2ccc(F)cc2)c(=O)n1C
i	0.11	46	CN(C)S(=O)(=O)c1ccc(C(=O)NCCCc2ccccc2)o1
i	0.12	61	O=C(NCC1CCN(c2ncccn2)CC1)C(=O)Nc1cccc(C(F)(F)F)c1
i	0.17	54	CCN1CCN(C(=O)CCc2c(C)nn(-c3nc(C)c(C)c(=O)[nH]3)c2C)CC1
i	0.049	49	CC(C)(C)C(=O)NC12CC3CC(CC(C3)C1)C2
i	0.11	52	COCCNC(=O)Cc1ccc(NC(=O)c2ccc(Cl)c(Cl)c2)cc1
i	0.094	50	CCOC(=O)Cn1nc2ccc(S(=O)(=O)N3CCC(C)CC3)cn2c1=O
i	0.094	57	COc1ccc(C)cc1NC(=O)CSc1nc(=O)n(N2CCN(C)CC2)c2c1CCCC2
i	0.05	54	O=C(Nc1nc(-c2ccc(Cl)cc2)cs1)C1CCN(S(=O)(=O)c2ccc(Cl)cc2)CC1
i	0.065	59	Cn1nc(-c2cccc(NC(=O)COc3ccccc3)c2)ccc1=O
i	0.029	32	O=C(COc1ccccc1)N1CCN(c2nccn2-c2cccc(Cl)c2)CC1
i	0.17	62	Cc1csc(C(=O)Nc2onc3c2CSC3)c1

Next section:
AMPAR-TARP mod	AMPAR-TARP mod agonism max-min	AMPAR-TARP mod glutamate slope	Compound
i	0.08	44	CSc1ccccc1C(=O)NCC(c1ccsc1)N(C)C (stereo not drawn)
i	0.087	49	O=C(Cc1ccc(NC(=O)NCc2cccc3ccccc23)cc1)NCC(F)(F)F
i	0.079	46	O=C(CSc1nc2c(c(=O)[nH]1)CN(Cc1ccc(F)cc1)CC2)Nc1ccc2c(c1)OCCO2
i	0.12	54	O=C(CN1C(=O)c2ccccc2S1(=O)=O)Nc1cccc(Cl)c1
i	0.099	63	NC(=O)C1Cc2ccccc2N1C(=O)Cc1ccc([N+](=O)[O-])cc1 (stereo not drawn)
i	0.08	50	CCCCCOc1cccc(C(=O)Nc2nnc(-c3ccnn3C(C)C)o2)c1
i	0.09	40	CCCOc1ccc(N2CCN(C(=O)c3ccc4c(c3)OCO4)CC2)nn1
i	0.14	54	CCOC(=O)c1cn(CC(=O)Nc2cccc(Cl)c2)c2nc(C)ccc2c1=O
i	0.036	52	Cc1ccc(C(CNC(=O)C(=O)NCc2ccccc2)N2CCOCC2)cc1 (stereo not drawn)
i	0.057	45	Cn1nnc2c(N3CCN(CC(=O)Nc4ccccc4C(F)(F)F)CC3)ncnc21

Only AMPAR-TARP mod agonism max-min and AMPAR-TARP mod glutamate slope, for 3 of the compounds above:
mol,AMPAR-TARP mod agonism max-min,AMPAR-TARP mod glutamate slope
Cc1ccc(N2CCN(S(=O)(=O)c3ccc(OC(F)(F)F)cc3)CC2)nn1,0.12,45
CCOc1ccccc1N1C(=O)C2CC(C)=C(C)CC2C1=O (stereo not drawn),0.051,54
COc1ccc(-c2cc3ccc4c(c3oc2=O)CN(CC2CCCO2)CO4)cc1OC (stereo not drawn),0.047,30

Following part:
AMPAR-TARP mod	AMPAR-TARP mod agonism max-min	AMPAR-TARP mod glutamate slope	Compound
i	0.042	38	Cc1cc(C)c(C)c(S(=O)(=O)NCCc2ccsc2)c1C
i	0.05	50	CCOc1ccc(-c2ccc(=O)n(CC(=O)N3CCCCC3)n2)cc1
i	0.052&0.04	59&96	N#Cc1ccccc1NC(=O)CSc1nccnc1N1CCSCC1
i	0.056&0.023	58&88	COc1ccc(Cn2c(=O)oc3ccc(Cl)cc32)cc1OC
i	0.02&0.067	51&49	CC(C)CC(NC(=O)CC12CC3CC(CC(C3)C1)C2)C(=O)N1CCOCC1 (stereo not drawn)
i	0.045	34	CCCc1ccc(OCC(O)CN2CCc3ccccc3C2)cc1 (stereo not drawn)
i	0.17	53	COc1nn(C)cc1C(=O)NCCn1nc(C)cc1C
i	0.054	52	Cc1cc(C(=O)N2CCC(CN3CCN(C)CC3C)CC2)c(C)o1 (stereo not drawn)
i	0.11	65	COc1ccc(S(=O)(=O)N2CCCOC2CNC(=O)C(=O)NC2CC2)cc1 (stereo not drawn)
i	0.062	55	Cc1cc(C)n(CCNC(=O)C2COCC(=O)N2Cc2ccccc2)n1 (stereo not drawn)

Structures from the list above with a furan ring, fused or not:
AMPAR-TARP mod	AMPAR-TARP mod agonism max-min	AMPAR-TARP mod glutamate slope	Compound
+	0.059*	47*	Cc1cc(C)n(-c2cc(N3CCCC(C(=O)NCc4ccco4)C3)ncn2)n1 (stereo not drawn)
i	0.09	42	O=C(NCC1CCN(C(=O)c2cc3ccccc3o2)CC1)c1nc2ccccc2s1
i	0.11	46	CN(C)S(=O)(=O)c1ccc(C(=O)NCCCc2ccccc2)o1
i	0.054	52	Cc1cc(C(=O)N2CCC(CN3CCN(C)CC3C)CC2)c(C)o1 (stereo not drawn)

Further structures
AMPAR-TARP mod	AMPAR-TARP mod agonism max-min	AMPAR-TARP mod glutamate slope	Compound
i	0.09	58	Cc1cc(C)c2sc(N(Cc3ccccn3)C(=O)C3CCCN3S(C)(=O)=O)nc2c1 (stereo not drawn)
i	0.053	57	Cc1ccc2nc(N(CCN3CCOCC3)C(=O)c3ccc4c(c3)OCCO4)sc2c1
i	0.092	60	COC(=O)CSc1nnc(-c2cn(C)nc2OC)n1C
i	0.066	54	Cc1nc(-c2cccs2)c(CCC(=O)Nc2c(Cl)cccc2Cl)s1
i	0.086	48	NS(=O)(=O)c1ccc(CCNC(=O)Cc2csc(Nc3ccc(F)cc3)n2)cc1
i	0.076	49	COc1cccc(C(=O)Nc2ccc3c(c2)N(C(=O)c2ccccc2)CCC3)c1
i	0.024	48	Cc1ccc(C(=O)NCCOc2ccc(-c3cccs3)nn2)cc1[N+](=O)[O-]
i	0.059	63	COc1cccc(OC)c1C(=O)NCCOc1cccc(C(F)(F)F)c1
i	0.044	63	CN(C)C(CNS(=O)(=O)Cc1ccccc1Cl)c1ccco1 (stereo not drawn)
i	0.12	45	COc1cc(C)c(C)cc1S(=O)(=O)NCC(O)(c1cccs1)C1CC1 (stereo not drawn)
i	0.091	57	O=c1[nH]c(SCc2nc(-c3cccc(C(F)(F)F)c3)no2)nc2ccsc12
i	0.072	47	CCn1c(SCC(=O)NCc2ccc(C)cc2)nnc1-c1cn(C)nc1OC
i	0.061	-3	CCCCOC(=O)CCc1nc2ccccc2[nH]c1=O
i	0.074	70	O=C(CCCS(=O)(=O)c1ccccc1)Nc1nnc(-c2cccs2)o1
i	0.04	23	CCCOc1cn(-c2ccc(F)cc2)nc1C(=O)Nc1cc(Cl)ccc1OC
i	0.029	40	Cc1ccc(N2CCN(C(=O)Nc3cccc(C(F)(F)F)c3)CC2)nn1
i	0.11	57	COc1cc(NC(=O)CSc2nccn(-c3cccc(F)c3)c2=O)cc(OC)c1
i	0.11	64	O=C(NCC(O)c1ccsc1)c1cc2ccccc2o1 (stereo not drawn)
i	0.068	37	CCC(CC)C(=O)N1CCC2(CC1)NC(=O)N(Cc1ccc(C)cc1)C2=O
i	0.043	40	CCOC(=O)CCc1c(C)c2ccc(OC3CCCCC3=O)c(C)c2oc1=O (stereo not drawn)
i	0.086	40	CC1=C(C(=O)OC(C)C)C(c2ccc(OCc3ccccc3)cc2)NC(=O)N1Cc1ccccc1 (stereo not drawn)
i	0.078	59	COc1ccc(NC(=O)c2ccc(Cl)c(S(=O)(=O)N3CCCCCC3)c2)c(OC)c1
i	0.062	57	Cc1cc(CN2CCC(CN)CC2)c(C)o1
i	0.061	53	COc1ccc(OC)c(S(=O)(=O)NCC(c2ccc(F)cc2)N2CCOCC2)c1 (stereo not drawn)
i	0.07	49	CCCCOc1ccc(C(=O)NNC(=O)c2ccc(=O)n(Cc3ccccc3)c2)cc1
i	0.077	54	Cc1ccc(NC(=O)c2ccccc2NC(=O)c2ccno2)c(C(=O)c2ccccc2)c1
i	0.022	59	O=C(NCC(c1cccs1)N1CCOCC1)NC1CCCCC1 (stereo not drawn)
i	0.04	54	COc1ccc(-c2nn(C)c(=O)c3ccccc23)cc1CNC(=O)NC1CCCCC1
i	0.036	52	O=C(NCC1COC2(CCCC2)O1)C(=O)Nc1ccccc1F (stereo not drawn)
+	0.099*	60*	Cc1ccc(C(CNC(=O)c2ccccc2C)N2CCOCC2)cc1 (stereo not drawn)

Exported with values under each structure: two of the compounds above
Under each structure: AMPAR-TARP mod, AMPAR-TARP mod agonism max-min, AMPAR-TARP mod glutamate slope
- COc1ccc(NC(=O)c2ccc(Cl)c(S(=O)(=O)N3CCCCCC3)c2)c(OC)c1
→ i, 0.078, 59
- Cc1cc(CN2CCC(CN)CC2)c(C)o1
→ i, 0.062, 57

Carrying on.
AMPAR-TARP mod	AMPAR-TARP mod agonism max-min	AMPAR-TARP mod glutamate slope	Compound
i	0.11	59	CCOC(=O)C(=CNc1nnc(C)s1)C(=O)OCC
i	0.076	52	COCCn1c(=O)c2c(nc3n2CC(C)CN3c2cc(C)ccc2OC)n(C)c1=O (stereo not drawn)
i	0.1	77	O=C(c1ccc(F)c(F)c1)N1CCC(c2ccsc2)CC1
i	0.12	63	O=C(CSc1ncc(S(=O)(=O)c2ccccc2)c(=O)[nH]1)Nc1ccc(Cl)cc1
i	0.066	56	Cn1cc(C(=O)N2CCCC2)cc(NC(=O)CCc2ccccc2)c1=O
i	0.085	99	Cc1cc(C)n(CCN2CCCN(C(=O)C3(c4ccc(Cl)cc4)CCCC3)CC2)n1
i	0.14	50	COc1cc(OC)cc(-c2nnc(NC(=O)c3ccc(OC)c(OC)c3)o2)c1
i	0.11	61	Cc1nc2nc[nH]n2c(=O)c1CCC(=O)O
